# Screening data (PubChem)
# SENP1 FRET inh = human SENP1 catalytic domain inhibitors, primary screen, biochemical, FRET, uHTS. inhibition, % at 10 µM. 360,000 tested, 0.21% active. recombinant SENP1 catalytic domain, CyPet-SUMO1-YPet FRET cleavage. Sentrin-specific protease 1 (Homo sapiens), Q9P0U3;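 active = inhibition at least 30% at 10 µM, raw YFP signal under a set limit, fluorescence ratio 0.5 to 1.5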;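 note: 0% = enzyme with DMSO and 100% = no enzyme wells; some results filed as inactive read as strong as hits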
# Target sequence (Q9P0U3 419-644 limits assumed): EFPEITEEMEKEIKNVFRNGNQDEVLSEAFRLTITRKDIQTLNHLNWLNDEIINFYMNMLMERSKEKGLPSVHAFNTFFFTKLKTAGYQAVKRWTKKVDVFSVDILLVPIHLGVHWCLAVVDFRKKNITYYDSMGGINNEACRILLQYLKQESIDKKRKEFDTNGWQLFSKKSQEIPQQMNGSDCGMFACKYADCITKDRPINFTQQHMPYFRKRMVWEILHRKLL
#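 system = hSENP1 catalytic domain, recombinant | reagent = SFCypet-SUMO1-SFYpet substrate at 25 nM | doses = one dose per compound, 10 µM, 0.5% DMSO | incubation = enzyme reaction for 50 min at room temperature, dark | measured by = FRET, CFP and YFP emission | controls = no-enzyme low, enzyme-DMSO high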
# SENP8 inh = human SENP8 protease inhibitors, primary screen, biochemical, fluorescence, Nedd8 protein substrate, uHTS. inhibition, % at 20 µM. 360,000 tested, 0.64% active. recombinant SENP8. AID 602440, 2012; in the data active = inhibition mostly above about 40%, no sharp cut-off; inactive = mostly below about 27%
# Target sequence (Q96LD8 whole entry, looked up): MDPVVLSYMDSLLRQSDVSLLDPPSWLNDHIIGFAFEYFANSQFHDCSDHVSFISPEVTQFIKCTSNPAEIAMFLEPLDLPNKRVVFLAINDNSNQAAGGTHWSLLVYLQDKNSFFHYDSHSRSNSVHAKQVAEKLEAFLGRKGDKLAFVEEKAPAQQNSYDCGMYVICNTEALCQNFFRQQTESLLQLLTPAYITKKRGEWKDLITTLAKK
# An asterisk follows results filed as active; i = inactive. The list is partial, so the mix of outcomes need not match the whole.
SMILES,SENP1 FRET inh,SENP8 inh
CCOC(=O)[C@]12CCC=C1N(Cc1ccc(Cl)cc1Cl)C(=O)[C@H](CC(=O)NCc1ccc(OC)c(OC)c1)C2,3.5,10.5
CC1(C(=O)Nc2ccc(Cl)c(Cl)c2)CCN1C(=O)CC1CCCC1 (configuration not stated),0.7,14.4
COc1ccc(NC(=O)CSc2nnc(NC(=O)c3ccccc3C(=O)O)s2)cc1,-2.4,8.3
CC(=O)Nc1ccc(-c2nnc(SCC(=O)n3c4c(c5ccccc53)CCCC4)n2C)cc1,-4.4,9.5
Cc1ccc(N=Nc2c(N)[nH]n3c(=O)cc(C)nc23)cc1,1.8,32.8
COc1ccc(-c2ccc3c(c2)C2CC3CCN2)cc1 (configuration not stated),-1.5,2.5
CC(=O)Nc1cccc2cc(O)ccc12,1.6,-72.4
COc1cc(Cn2c3ccc(NC(=O)NCCc4ccccc4)cc3c(=O)n2C)ccc1F,-3.0,i
COC(=O)c1ccc(CNC(=O)Cn2cc(C)c(=O)[nH]c2=O)cc1,-0.1,7.7
O=C(N/C=C/c1ccco1)NCc1ccccc1,-12.2,-43.2
COC(=O)N(C)C[C@@H]1OCc2cnnn2CCCC(=O)N([C@@H](C)CO)C[C@H]1C,-1.2,7.7
CC1CCN(C(=O)COC(=O)c2ccccc2NCCO)CC1,-3.1,-495.8
COc1ccc(NC(=O)c2cc(C3CCCCN3S(C)(=O)=O)on2)c(C)c1 (configuration not stated),0.2,22.5
CCOC(=O)c1ccc(-c2ccc(N3C(c4ccsc4)=Cc4ccc(F)cc4C3c3c[nH]c4ccc(C#N)cc34)cc2)cc1F (configuration not stated),-29.5,-386.3
O=[N+]([O-])c1ccc(NS(=O)(=O)c2ccccc2)c(Cl)c1,-14.4,9.4
COC(=O)c1ccc(C(=O)OC)c(NC(=O)C2CC(=O)N(C3CCCC3)C2)c1 (configuration not stated),0.5,8.7
C[C@@H](c1ccccc1)N1C[C@@H](COCc2ccccc2)Oc2cc(N3CC[C@@H](O)C3)ccc2S1(=O)=O,1.5,7.3
C=CCNc1ncnc2c1ncn2[C@H]1CN(Cc2cccc3ccccc23)C[C@@H](CO)O1,-0.3,6.0
COc1ccc(C(=O)N(c2ccccc2)c2nccc3ccccc23)cc1OC,-0.5,0.7
C=C1CCC2C(C)(C(=O)O)CCCC2(C)C1CCC(CO)CCO (configuration not stated),1.9,17.6
COC(=O)[C@]12CCCCC=C1N(Cc1ccc3c(c1)OCO3)C(=O)[C@H](CC(=O)NCC1CCCCC1)C2,3.1,13.1
CCOC(=O)c1c(NC(=O)COC(=O)CCCOc2ccc(OC)cc2)sc(C(=O)N(C)C)c1C,-1.5,-2.8
CC1CN(S(=O)(=O)c2cccc(C(=O)N(C)C3CCCCC3)c2)CC(C)O1 (configuration not stated),1.9,13.0
CCc1nc2ccc(C(=O)NCCC(C)C)cn2c1N(C)Cc1ccc(OC)cc1,-8.4,-2.2
O=C1CCC(NC(=O)c2ccccc2)C(=O)N1 (configuration not stated),0.6,8.6
c1ccc(COC2COC3C(OCc4ccccc4)COC23)cc1 (configuration not stated),0.9,4.7
O=C(Cn1cnc2c(cnn2-c2ccc(F)cc2)c1=O)N1CCN(c2ccccc2)CC1,-0.9,15.0
COC(=O)[C@@]1(Cc2ccc(OC)cc2)[C@H]2c3cc(C(=O)N4CCCC4)n(Cc4ccc(Cl)c(C(F)(F)F)c4)c3C[C@H]2CN1C(=O)c1ccccc1,-10.5,-19.6
COc1ccc(NC(=O)C2Cc3c(-c4ccccc4Oc4ccccc4)ccnc3O2)cc1OC (configuration not stated),-2.4,4.2
Cn1c2ccc(F)cc2c2nnc(NN)nc21,1.0,49.2*
CCC(=O)N1CCCC1(C)C(=O)Nc1ccc(OC(F)F)cc1 (configuration not stated),2.9,16.4
CN(CCc1ccccc1)C(=O)c1cccc(NC(=O)Cc2cccc(NC(=O)C3CCCN(S(=O)(=O)c4cccc([N+](=O)[O-])c4)C3)c2)c1 (configuration not stated),-2.1,13.2
CC(=O)Nc1c(Cl)cc2c(c1Cl)Cc1ccccc1-2,1.3,-16.4
CC(C)NC1(C(N)=O)CCN(Cc2ccccc2)CC1,3.9,4.1
Oc1ccc(-c2cnc3c(Nc4cccc(OC(F)(F)C(F)F)c4)nccn23)cc1,-8.1,-490.6
CN(C)c1nc(-c2cccnc2)nc(-c2ccccc2)c1C#N,-0.8,-115.8
Cc1ccc(-n2nnnc2CCl)cc1,2.1,13.0
COc1cccc(C(NC(C)=O)c2nc(-c3cccc(O)c3)cs2)c1 (configuration not stated),2.3,24.3
COc1ccc(NC(=O)c2cc(C3CCCCN3S(=O)(=O)Cc3ccccc3)on2)cn1 (configuration not stated),2.5,24.5
CC(C)COC(=O)/C(C#N)=C/c1cn(Cc2ccccc2)c2ccccc12,-61.6,-3.4
C=C1C(=O)OCC2C(C(=O)O)=CC3C(C)C(C)=CC123 (configuration not stated),-1.3,17.5
Cc1cccc(Nc2cc(=O)n(C)c(=O)n2C)c1,-0.4,7.8
CC(=O)Nc1ccc(-c2ccnc3c2CC(C(=O)Nc2cccc(C(F)(F)F)c2)O3)cc1 (configuration not stated),-0.1,-13.5
OC(Cc1ccccc1Br)c1ncc(-c2cccc(C(F)(F)F)c2)[nH]1 (configuration not stated),-1.3,-3.9
COc1ccc(NC(=O)C(c2ccccc2F)n2c(=O)c(-c3ccco3)nc3ccccc32)cc1 (configuration not stated),-15.6,-278.7
COC(=O)[C@]12CCCCC=C1N(Cc1ccc3c(c1)OCO3)C(=O)[C@H](CC(=O)NCCc1ccccc1OC)C2,0.8,26.6
CCc1nc2c(OCC3COc4ccccc4O3)cccn2c1N(C)C(=O)c1cccs1 (configuration not stated),0.6,3.3
O=C(CN(Cc1ccco1)C(=O)c1cccc(F)c1)Nc1ccccc1C(F)(F)F,-0.3,8.3
COC(=O)c1ccc2nc(C3CCCCC3)c(Cc3cccc(F)c3)n2c1,-11.6,-0.7
COCCNC(=O)C1(C)CCCN(C(=O)c2ccccc2OC(F)(F)F)C1 (configuration not stated),-0.5,13.6

# (continued)
SMILES,SENP1 FRET inh,SENP8 inh
Cc1ccc2nc(/C(C#N)=C/c3ccc(-c4cccc([N+](=O)[O-])c4)o3)[nH]c2c1,-25.6,-46.1
C[C@@H]1CN([C@H](C)CO)C(=O)CCCn2nncc2CO[C@@H]1CN(C)C(=O)c1ccncc1,1.3,29.2
COc1ccc(CCCNC(=O)C2(C)Cc3c(-c4ccc(C(N)=O)cc4)ccnc3O2)cc1 (configuration not stated),1.2,10.9
O=C(O)c1cc([N+](=O)[O-])cc2ccccc12,-1.0,0.4
c1cn2cc(-c3ccc(CN4CCOCC4)cc3)ccc2n1,-17.5,-156.7
Cc1ccccc1NC(=O)Nc1nc(CN)cs1,-0.6,12.1
COc1cc2c(cc1OC)C1C(=O)c3cc(OS(C)(=O)=O)c(OC)cc3C1N(C)C2=O (configuration not stated),4.2,8.0
O=C(CC[C@H]1O[C@@H](n2ccc(=O)[nH]c2=O)[C@H](O)[C@@H]1O)NCc1cccc2ccccc12,-0.6,10.5
O=[N+]([O-])c1ccc2c([N+](=O)[O-])ccc3c2c1CC3,-9.9,28.0
COc1cc(-c2coc3c(C(=O)NCc4ccc(C(F)(F)F)cc4)cccc23)ccc1O,0.8,5.6
CC(C)(C)S(=O)N1Cc2cc(C(=O)O)nc(-c3cccc(-c4cc5ccccc5o4)c3)c2[C@H]1CCO (some centres not stated),-5.1,-23.4
CCNc1ncnc2[nH]ncc12,2.2,-4.3
Cc1nn2c(-c3ccc(Cl)cc3)ccnc2c1-c1ccccc1,17.3,22.0
COCc1cccc(-c2csc(C(C)(NC(C)=O)c3ccc(OC)cc3)n2)c1 (configuration not stated),3.7,22.5
C1C2CC3C1C3C2=NN=C1C2CC3C(C2)C13,2.0,21.4
CC(C)(C)c1ccc(S(=O)(=O)NC(=O)C2(C)CCN2C(=O)Cc2ccc(Cl)cc2Cl)cc1 (configuration not stated),0.9,7.2
O=C(Nc1ccc(Cl)cc1)c1ccc2sc([C@@H]3O[C@H](CO)[C@H](O)[C@H](O)[C@H]3O)nc2c1,2.6,-3.0
Nc1ccc2[nH]c(=S)[nH]c2c1,0.8,-37.5
CC1(C(=O)O)CCCN1C(=O)c1ccco1 (configuration not stated),0.3,18.5
Cc1ccc(NS(=O)(=O)c2ccc3c(c2)C(=O)c2ccccc2C3=O)c(C)c1,0.3,17.5
CC(/C=C/c1cccs1)=C\C(=O)O,-0.2,-3.8
O=C1NC[C@H](Cc2ccc(O)cc2)N(C[C@@H]2CCCN2C[C@H](Cc2ccccc2)N2C[C@H](Cc3ccc(O)cc3)N(CCc3ccccc3)C(=O)C2=O)C1=O,-7.5,13.3
CC(=O)Nc1ccc2c(c1)C(=Nc1cccc(C)c1)c1ccccc1-2,3.9,12.9
OC(c1ccccc1)(c1ccccc1)C1CCN(CCCOc2ccccc2Cl)CC1,3.8,21.6
COc1ccc(-c2cc3c(c4c2ccn4C)C2CCC3C2)cc1OC (configuration not stated),-6.9,-274.4
CCCCC1Cc2[nH]c(=S)[nH]c(=O)c2C(c2ccc(C(C)C)cc2)O1 (configuration not stated),-0.5,9.4
CCCCn1nnnc1C1(C)CCC(=O)N1Cc1cccc(F)c1 (configuration not stated),0.6,17.1
COc1c(C)cc(C(O)c2ncc(-c3ccccc3F)[nH]2)cc1C (configuration not stated),0.9,14.8
C[C@H](CO)N1C[C@H](C)[C@@H](CN(C)Cc2ccc(-c3ccccc3)cc2)Oc2ncc(C#C[C@@H](C)O)cc2C1=O,-5.6,8.9
Cc1ccc(CNS(=O)(=O)c2ccc(Cl)s2)cc1,1.8,18.1
O=C(CNc1ccc2ccccc2c1)N/N=C/c1cc2ccccc2nc1Cl,-77.8,-229.9
COc1ccc(Cc2nc3ccc(C(=O)NCc4cccc(C)n4)cc3o2)cc1OC,0.1,-1.5
CCOC(=O)C1=CCN(S(=O)(=O)c2ccccc2F)C1c1cccc(Br)c1 (configuration not stated),1.7,8.0
C[C@@H]1CN([C@@H](C)CO)C(=O)CCCn2nncc2CO[C@@H]1CN(C)S(=O)(=O)c1ccccc1C#N,1.5,10.5
CCCn1c(=O)c2ccccc2n2c(SCC(=O)c3cc(C)n(CCOC)c3C)nnc12,0.1,12.4
CC(=Nc1ccccc1)C1=C(O)C(Cc2ccc(O)cc2)NC1=O (configuration not stated),0.6,7.1
O=C(CNc1cc(S(=O)(=O)N2CCOCC2)ccc1N1CCCC1)Nc1ccc(Cl)cc1F,-0.4,21.7
CN(Cc1c(F)cccc1Cl)C(=O)COC(=O)Cn1cnc2ccccc2c1=O,2.1,-22.5
CC(=O)NC(c1ccc(F)c(F)c1)c1nc(-c2ccccc2C)cs1 (configuration not stated),0.5,-1.2
Cc1ccc2c(c1)C(=O)N1c3cc(C)c(C)cc3NC(=O)C1C(=O)N2 (configuration not stated),0.7,23.7

# Reformatted as labelled records: entries from further up
O=C(CNc1ccc2ccccc2c1)N/N=C/c1cc2ccccc2nc1Cl
  SENP1 FRET inh: -77.8	SENP8 inh: -229.9
COc1ccc(Cc2nc3ccc(C(=O)NCc4cccc(C)n4)cc3o2)cc1OC
  SENP1 FRET inh: 0.1	SENP8 inh: -1.5
CC(=O)NC(c1ccc(F)c(F)c1)c1nc(-c2ccccc2C)cs1 (configuration not stated)
  SENP1 FRET inh: 0.5	SENP8 inh: -1.2
CN(Cc1c(F)cccc1Cl)C(=O)COC(=O)Cn1cnc2ccccc2c1=O
  SENP1 FRET inh: 2.1	SENP8 inh: -22.5

# Later entries.
SMILES,SENP1 FRET inh,SENP8 inh
CCCC(=O)N1CCC1(C)C(=O)NS(=O)(=O)c1ccc(C(C)(C)C)cc1 (configuration not stated),-1.6,5.8
COC(=O)c1ccc2nc(-c3ccco3)c(Cc3ccc(C)cc3)n2c1,-7.2,-371.9
Cc1ccc(C)c(NC(=O)COC(=O)c2cccc(S(=O)(=O)N3CCCC3)c2)c1,1.9,28.7
CC(C)(C)CNC(=O)C1(C)CCN1C(=O)Cc1ccc(-c2ccccc2)cc1 (configuration not stated),5.3,12.3
C[C@@H]1CN([C@@H](C)CO)C(=O)CCCn2nncc2CO[C@H]1CN(C)S(=O)(=O)c1ccccc1,0.7,8.9
COCCNC(=O)C1(C)CCCN(Cc2ccccc2N(C)C)C1 (configuration not stated),0.0,-5.2
O=C(Nc1ccccc1Cl)NN1CCCCCC1,-4.5,7.8
COc1ccc(OC)c(C(O)c2ncc(-c3ccccc3Cl)[nH]2)c1 (configuration not stated),1.0,18.4
Cc1cc(NC(=O)c2cncc(Br)c2)n(-c2ccccn2)n1,-0.3,30.5
CCCCC(=O)N(C)c1c(CC)nc2c(OCc3ccc(S(C)(=O)=O)cc3)cccn12,-3.8,-6.4

# 3 entries out of the list above, sorted by the number in SENP8 inh, largest number first.
SMILES,SENP1 FRET inh,SENP8 inh
C[C@@H]1CN([C@@H](C)CO)C(=O)CCCn2nncc2CO[C@H]1CN(C)S(=O)(=O)c1ccccc1,0.7,8.9
CCCC(=O)N1CCC1(C)C(=O)NS(=O)(=O)c1ccc(C(C)(C)C)cc1 (configuration not stated),-1.6,5.8
CCCCC(=O)N(C)c1c(CC)nc2c(OCc3ccc(S(C)(=O)=O)cc3)cccn12,-3.8,-6.4

# (further entries)
SMILES,SENP1 FRET inh,SENP8 inh
CCOC(=O)C1(C)CCCN(C(=O)c2ccccc2)C1 (configuration not stated),0.0,10.9
CC(=O)c1ccc(C2CC(OCCF)=CC(=O)O2)cc1 (configuration not stated),-1.6,16.1
O=C(NCC[C@@H]1CC[C@@H](NS(=O)(=O)Cc2ccccc2)[C@@H](CO)O1)C1CC1,0.6,17.1
CCOC(=O)[C@]12CCCC=C1N(Cc1ccc(Cl)cc1Cl)C(=O)[C@H](CC(=O)N1CCN(C(=O)C3CC3)CC1)C2,0.2,8.6
